# Assay outcomes (PubChem BioAssay)
# RGS7-Gao reg = regulators of human RGS7-Galphao interaction | 220,000 compounds, 0.35% hits | Multiplexed bead flow cytometry, RGS7-Galphao binding; actives lie on both sides | binding response (% of control), % at 10 µM | AID 1439 | P09471; in the data active = binding response below about 49% or above about 150%; inconclusive = no clear call, values can overlap the other calls; inactive = in between;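 also: fluorescent Galphao held in activated GDP-AlF4 state binding bead-coupled RGS7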
# ABCB1 block = blocks JC-1 efflux by human ABCB1 transporter. CCRF-Adr cells, flow cytometry. 190,000 compounds, 0.067% hits. AID 1326. inhibition, % at 6.6 µM; in the data active = inhibition above about 40%;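 also: 0% = vehicle and 100% = reference inhibitor; higher value means more JC-1 retained so stronger ABCB1 efflux block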
# Target sequence (P08183 whole entry, looked up): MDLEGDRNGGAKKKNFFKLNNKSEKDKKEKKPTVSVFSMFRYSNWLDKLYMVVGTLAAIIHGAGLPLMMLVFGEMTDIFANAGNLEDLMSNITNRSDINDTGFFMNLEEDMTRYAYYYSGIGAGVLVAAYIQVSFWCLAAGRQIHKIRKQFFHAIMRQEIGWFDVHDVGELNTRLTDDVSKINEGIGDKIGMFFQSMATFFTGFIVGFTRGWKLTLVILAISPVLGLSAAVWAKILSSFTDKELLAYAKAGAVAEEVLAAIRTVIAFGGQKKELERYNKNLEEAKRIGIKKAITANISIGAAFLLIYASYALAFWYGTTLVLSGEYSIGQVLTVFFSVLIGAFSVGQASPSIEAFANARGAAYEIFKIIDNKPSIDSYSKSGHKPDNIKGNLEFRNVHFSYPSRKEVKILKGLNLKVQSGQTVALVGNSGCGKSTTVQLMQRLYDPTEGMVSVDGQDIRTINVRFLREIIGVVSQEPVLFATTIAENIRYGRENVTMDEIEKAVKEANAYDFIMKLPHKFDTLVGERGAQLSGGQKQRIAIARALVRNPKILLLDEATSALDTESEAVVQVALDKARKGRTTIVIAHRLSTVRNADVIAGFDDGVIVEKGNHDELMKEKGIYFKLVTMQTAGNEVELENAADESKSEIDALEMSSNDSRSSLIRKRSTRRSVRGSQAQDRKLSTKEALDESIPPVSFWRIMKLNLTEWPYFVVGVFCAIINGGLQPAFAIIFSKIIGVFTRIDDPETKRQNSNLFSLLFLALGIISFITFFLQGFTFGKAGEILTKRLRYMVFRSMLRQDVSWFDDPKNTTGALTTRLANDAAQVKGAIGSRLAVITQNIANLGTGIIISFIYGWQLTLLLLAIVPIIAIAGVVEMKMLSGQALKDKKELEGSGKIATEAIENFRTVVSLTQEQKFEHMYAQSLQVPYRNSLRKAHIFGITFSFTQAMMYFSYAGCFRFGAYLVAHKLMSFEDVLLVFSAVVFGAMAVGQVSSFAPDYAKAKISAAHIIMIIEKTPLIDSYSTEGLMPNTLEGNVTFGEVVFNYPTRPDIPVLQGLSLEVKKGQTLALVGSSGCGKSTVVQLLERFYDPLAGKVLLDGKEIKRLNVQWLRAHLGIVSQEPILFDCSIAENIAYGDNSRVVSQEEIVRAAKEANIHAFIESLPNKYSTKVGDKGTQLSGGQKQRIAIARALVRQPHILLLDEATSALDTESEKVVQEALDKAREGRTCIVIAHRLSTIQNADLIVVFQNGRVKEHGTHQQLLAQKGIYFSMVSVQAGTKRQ
# RGS8-Gao reg = human RGS8-Galphao interaction regulation; response (percent of control binding), % at 10 µM; 220,000 compounds, 0.34% hits; P09471; multiplexed bead flow cytometry, RGS8-Galphao binding; actives lie on both sides; AID 1423; in the data active = response below about 60% or above about 140%; inactive = in between;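 also: Galphao activated as the GDP aluminium fluoride complex binding bead-coupled RGS8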
# Bim-Bcl-W = human Bim-Bcl-W interaction inhibition; Q92843; bead-based flow cytometry, Bim peptide-Bcl-W binding; inhibition, % at 10 µM; 190,000 compounds, 0.02% hits;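 also: 0% = bound tracer without compound and 100% = peptide blocker; higher means less fluorescent Bim peptide bound to Bcl-W beads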
# GSH bead fluor = compound fluoresces at 488/530 nm on GSH beads | GSH beads flow cytometry, compound fluorescence 488/530 nm; hits give high values | fluorescence (KMESF) at 10 µM | 190,000 compounds, 0.25% hits | AID 1776; in the data active = fluorescence above about 89;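 also: glutathione beads carrying GST-tagged Bcl family fusion proteins plus one bare bead set; values are compound well signal with DMSO vehicle wells as background; inactives centre near 16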
# Bcl-2 Bim block = disrupts Bim peptide binding to human Bcl-2; AID 950; Bead-based flow cytometry, Bim peptide-Bcl-2 binding; 190,000 compounds, 0.06% hits; inhibition, % at 10 µM; in the data active = inhibition above about 40%; inconclusive = no clear call, values can overlap the other calls;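 also: 0% = no compound wells with probe peptide and 100% = reference peptide inhibitor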
# ABCG2 block = blocks JC-1 efflux by human ABCG2 transporter | IgMXP3 cells, flow cytometry | 190,000 compounds, 0.1% hits | inhibition, % at 6.6 µM | Q9UNQ0;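 active = inhibition above 80%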;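 also: 0% = DMSO and 100% = nicardipine control wells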
#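 System: two drug-resistant human cell lines, ABCG2 and ABCB1; controls: nicardipine high and DMSO low controls; times: 10 min exposure at 25 °C with rotation, no wash; detection: flow cytometry of retained JC-1 fluorescence; read-out basis: percent efflux inhibition, scaled nicardipine 100% to DMSO 0%; doses: one concentration, 6.6 µM final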
# RGS4-Gao reg = human RGS4-Galphao interaction regulation; 220,000 compounds, 0.33% hits; binding response (% of control), % at 10 µM; P09471; Multiplexed bead flow cytometry, RGS4-Galphao binding; actives lie on both sides; in the data active = binding response below about 49% or above about 150%; inactive = in between;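 also: fluorescent Galphao activated with aluminum fluoride binding bead-coupled RGS4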
# Bim-Bcl-XL = human Bim-Bcl-XL interaction inhibition; Q07817; Bim peptide-Bcl-XL binding, bead flow cytometry, fluorescence; inhibition, % at 10 µM; 190,000 compounds, 0.04% hits; AID 1007
# Bim-Bcl-B = inhibitors of Bim-Bcl-B interaction, human; bead-based flow cytometry, Bim peptide-Bcl-B binding; inhibition, % at 10 µM; 190,000 compounds, 0.073% hits; AID 951;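 also: 0% = tracer peptide without compound and 100% = reference inhibitor peptide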
# Bfl-1 Bim block = disrupts Bim binding to human Bfl-1 | Q16548 | Bead-based flow cytometry, Bim-Bfl-1 binding inhibition | inhibition, % at 10 µM | 190,000 compounds, 0.12% hits;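 also: 0% = wells without compound plus tracer and 100% = blocker peptide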
# Numbers without * were called inactive; ? = inconclusive; . = no result given. Rule as the data show it, unless noted: active = inhibition above about 40%. Random draw from the library, and some 1.1% of all compounds hit somewhere here.
cpd	RGS7-Gao reg	ABCB1 block	RGS8-Gao reg	Bim-Bcl-W	GSH bead fluor	Bcl-2 Bim block	ABCG2 block	RGS4-Gao reg	Bim-Bcl-XL	Bim-Bcl-B	Bfl-1 Bim block	canonical_smiles
1	101	3.7	104	0	11	-3	4	109	-5	-2	-2	Cc1ccc(CNC(=O)C2CCCN(Cc3cnn(-c4ccccc4)c3-n3cccc3)C2)cc1 (stereo not drawn)
2	101	0.8	102	-4	25	-11	6	104	-6	-12	-15	Cc1ccccc1N1C(=O)[C@@H]2Cc3ccccc3CN2C1=O
3	107	0.6	106	1	19	1	2	110	1	-2	-4	COc1ccc(C(=O)C[n+]2cn(C(F)F)c3ccccc32)c(F)c1
4	101	0.1	100	-1	13	1	2	98	-3	0	-2	CCN(CC)CCNC(=S)N1CCn2c(nc3ccccc32)C1
5	107	1.9	102	1	19	-3	31	105	-2	-9	-14	O=C(NCc1ccc2c(c1)OCO2)c1cccnc1
6	99	0.1	100	0	28	-5	2	102	-7	-11	-9	Cc1cccc(C)c1NC(=O)N1CCC(n2c(=O)[nH]c3ccccc32)CC1
7	?	-0.2	102	2	16	-1	-4	101	-2	-4	-5	Cc1ccnc(NC(=O)CCCOc2ccc(Cl)cc2C)c1
8	110	0.1	108	-2	12	-10	0	109	-5	-6	-9	N#Cc1ccc(-c2cccnc2)nc1SCc1ccc(Cl)c(Cl)c1
9	91	0.0	94	0	13	-2	0	91	-2	-1	-7	Cc1cc(F)c(F)cc1C(=O)N1CCCC1
10	103	0.3	105	2	12	0	13	102	3	4	6	COC(=O)COc1cccc(NC(=O)c2cccc(C)c2)c1
11	97	1.2	99	0	8	1	3	91	0	-3	4	O=C(CN1CCOCC1)NNC(=S)Nc1ccccc1
12	100	1.9	101	-2	10	-2	18	103	0	-4	-4	COc1ccc(OCCCn2cccc2/C=C2/C(=N)N3OC(C)=CC3=NC2=O)cc1
13	104	1.2	100	-6	11	-6	34	103	-2	-2	-1	COc1ccc(NC(=O)COC(=O)Cc2ccc(-c3ccccc3)cc2)c(OC)c1
14	94	0.7	101	-5	12	-8	4	91	-8	-9	-16	CCS(=O)(=O)N1Cc2ccccc2CC1C(=O)Nc1nc2ccccc2s1 (stereo not drawn)
15	100	0.1	100	1	5	-1	1	102	1	-2	-3	Cc1cc2nn(-c3cccc4ccccc34)nc2cc1NC(=O)c1cccs1
16	94	2.4	100	-1	11	-2	2	99	-4	-4	-8	CC(=O)NC1=NN(C(C)=O)C(C)(c2cccc([N+](=O)[O-])c2)S1 (stereo not drawn)
17	103	-0.5	99	-1	67	-1	10	104	-1	0	-1	CCNS(=O)(=O)c1ccc(-c2ccc(-n3cnnn3)cc2)cc1
18	105	1.1	104	-1	13	-3	2	107	2	-3	-4	C(=C\c1ccccc1)/CN1CCN(Cc2nc(Cc3ccccc3)no2)CC1
19	102	1.0	104	0	10	-2	5	103	0	0	-3	CC(=O)c1ccc(-c2ccc(Cn3c(C)nc4cc(N)c(C)nc43)cc2)cc1
20	104	-0.4	99	7	15	5	-1	104	7	2	9	NS(=O)(=O)c1ccc(NC(=O)C(Sc2ccccc2)c2ccccc2)cc1 (stereo not drawn)
21	103	1.2	95	-9	9	0	5	102	0	-1	-2	c1csc(-c2nn3c(Cn4nnc5ccccc54)nnc3s2)c1
22	100	-0.1	103	-3	16	-5	0	100	-1	-15	-5	S=C(NCC1CCCO1)N1CCN(c2nc(-c3ccc(Cl)cc3)cs2)CC1 (stereo not drawn)
23	94	0.6	96	-1	13	-3	2	90	0	-6	-3	C=CCOc1ccc(Br)cc1CNC(C)(C)C
24	104	4.4	101	-6	9	-4	11	106	-4	-5	-8	COc1ccc(C(=O)Nc2ccccc2N2CCCCC2)cc1[N+](=O)[O-]
25	100	1.1	98	-5	25	-5	14	96	-7	-10	-4	O=C(Cc1ccccc1)N1CCN=C1SCc1cccc([N+](=O)[O-])c1
26	101	-0.4	98	1	4	14	-2	97	1	-2	0	CCOC(=O)c1ccc(N/C(=N/S(=O)(=O)c2ccccc2)c2ccccc2)cc1
27	97	0.2	97	7	39	-3	9	101	-2	-1	4	COC(=O)c1cc[n+](CC(=O)c2ccccc2)cc1
28	103	0.3	103	-6	36	-5	35	102	-8	-14	-13	CC1CC(c2ccccc2)n2nc(NC(=O)CCc3ccccc3)nc2N1 (stereo not drawn)
29	105	-0.4	103	-3	22	-2	-1	99	-2	-7	-1	O=S(=O)(c1ccc2nc(-c3ccccc3)[nH]c2c1)N1CCN(c2cccc(Cl)c2)CC1
30	98	1.4	100	-1	22	-1	4	100	-1	-3	-2	COc1ccc(CN(C)C(=O)COC(=O)c2c(-c3ccccc3Cl)noc2C)cc1
31	96	0.3	99	-4	11	-8	14	96	-5	-8	-6	O=C(COc1ccccc1-c1ccccc1)NNC(=O)NC1CCCCC1
32	90	0.5	103	0	11	0	3	92	0	-1	-2	COc1cccc(-c2cc(C(=O)Nc3ccc(OC)c(OC)c3)no2)c1
33	95	0.2	99	-1	20	-4	0	97	-5	0	-4	CN1OC(COC(=O)c2ccc(Cl)cc2Cl)CC1c1ccccc1 (stereo not drawn)
34	101	1.4	100	-1	29	-7	2	101	3	-10	-15	Cc1cc(C(C)(C)C)oc1C(=O)N(CC(=O)NC1CCCC1)c1cccc(C(F)(F)F)c1
35	98	1.3	100	0	61	-6	3	97	-9	-7	-10	CN(C)C(=O)CSc1nnc(CCNC(=O)OC(C)(C)C)o1
36	100	0.7	103	-2	24	-11	15	100	-6	-8	-15	CCn1c(SCC(=O)c2cc(OC)ccc2OC)nnc1C(C)C
37	94	1.8	101	1	11	-3	5	96	-3	-4	-12	CC(C)(C)n1nnnc1C(c1cccnc1)N(Cc1ccccc1)Cc1cccs1 (stereo not drawn)
38	97	-0.1	101	0	9	-3	1	97	0	-3	-3	Cc1cccc2sc(NNC(=O)C3=COCCO3)nc12
39	98	0.3	99	0	21	2	1	99	0	2	0	Cc1ccc(-c2nnc(N(C)C(=O)C3CCCO3)s2)cn1 (stereo not drawn)
40	108	3.9	103	-4	12	0	5	107	-5	-5	0	O=C(N/C(=C/c1cn(-c2ccccc2)nc1-c1ccccc1)C(=O)N1CCOCC1)c1ccc(Cl)cc1Cl

# Only RGS8-Gao reg and GSH bead fluor (three entries from above):
item | smiles | RGS8-Gao reg | GSH bead fluor
24 | COc1ccc(C(=O)Nc2ccccc2N2CCCCC2)cc1[N+](=O)[O-] | 101 | 9
25 | O=C(Cc1ccccc1)N1CCN=C1SCc1cccc([N+](=O)[O-])c1 | 98 | 25
26 | CCOC(=O)c1ccc(N/C(=N/S(=O)(=O)c2ccccc2)c2ccccc2)cc1 | 98 | 4

# Next section:
cpd	RGS7-Gao reg	ABCB1 block	RGS8-Gao reg	Bim-Bcl-W	GSH bead fluor	Bcl-2 Bim block	ABCG2 block	RGS4-Gao reg	Bim-Bcl-XL	Bim-Bcl-B	Bfl-1 Bim block	canonical_smiles
41	102	0.6	99	-2	26	-10	7	100	-4	-7	-18	O=C(O)c1ccc(CN2C(=O)c3ccccc3S2(=O)=O)cc1
42	95	0.6	98	-3	10	-7	11	100	-5	-6	-4	O=C(Cc1ccc(Cl)cc1)Nc1ccccc1Sc1ccccc1
43	97	1.4	98	1	14	-7	11	98	-1	-5	-11	CN(CC(=O)Nc1c(Cl)cccc1Cl)C(=O)CCCN1C(=O)c2ccccc2C1=O
44	100	0.5	98	1	12	3	2	101	-1	-1	0	O=C(O)C1CCCCC1C(=O)NCc1ccc(F)cc1 (stereo not drawn)
45	102	0.4	101	-7	15	-6	14	102	-10	-17	-12	O=C(NC12CC3CC(CC(C3)C1)C2)c1ccc(-c2cccc(Cl)c2)o1
46	104	-0.5	98	-2	30	-11	9	103	-1	-6	-1	Cc1cc2nc(SCCN3CCOCC3)[nH]c2cc1C
47	102	2.4	102	-2	9	-2	0	100	-4	-9	-1	Cc1cccc(C)c1Nc1nnc(SCC(=O)Nc2cc(S(=O)(=O)N3CCCCC3)ccc2Cl)s1
48	100	0.1	102	1	6	-7	0	99	-8	-4	-10	COC(CNC(=O)c1ccc(N2CCCC2=O)cc1)OC
49	105	0.2	101	2	46	-4	1	102	-3	-3	-4	Cc1cccc(-n2nnc(C(=O)Nc3ccc(F)cc3)c2N)c1
50	99	.	100	-1	67	0	1	100	-3	-1	-1	CC(=O)NC[C@H]1CN(c2ccc(N3CCOCC3)c(F)c2)C(=O)O1
51	87	0.3	91	-3	13	-1	3	87	-3	-4	-7	CCCCNC(=O)C1(NC(=O)Nc2ccccc2)CCCCC1
52	98	-0.3	83	0	7	2	-3	94	1	0	0	CCOC(=O)c1nn(-c2cccc(OC)c2)c2nc(CC)c(C#N)c(=O)n12
53	?	2.6	86	7	16	19	10	83	12	37	19	COc1ccccc1CNc1nc(-c2cc(C)n(C)c2C)cs1
54	109	0.0	107	0	13	-1	1	118	-3	-1	-1	CCc1c(C)nc(SCC(N)=O)c(C#N)c1C
55	104	0.3	98	-1	9	-10	0	100	-2	-7	-13	O=C(CSC(=S)N1CCN(c2ccccc2)CC1)Nc1nc(-c2ccccc2)c(-c2ccccc2)o1

# Five entries drawn at random from the list so far:
cpd	RGS7-Gao reg	ABCB1 block	RGS8-Gao reg	Bim-Bcl-W	GSH bead fluor	Bcl-2 Bim block	ABCG2 block	RGS4-Gao reg	Bim-Bcl-XL	Bim-Bcl-B	Bfl-1 Bim block	canonical_smiles
41	102	0.6	99	-2	26	-10	7	100	-4	-7	-18	O=C(O)c1ccc(CN2C(=O)c3ccccc3S2(=O)=O)cc1
46	104	-0.5	98	-2	30	-11	9	103	-1	-6	-1	Cc1cc2nc(SCCN3CCOCC3)[nH]c2cc1C
45	102	0.4	101	-7	15	-6	14	102	-10	-17	-12	O=C(NC12CC3CC(CC(C3)C1)C2)c1ccc(-c2cccc(Cl)c2)o1
53	?	2.6	86	7	16	19	10	83	12	37	19	COc1ccccc1CNc1nc(-c2cc(C)n(C)c2C)cs1
52	98	-0.3	83	0	7	2	-3	94	1	0	0	CCOC(=O)c1nn(-c2cccc(OC)c2)c2nc(CC)c(C#N)c(=O)n12
